Screening results from PubChem.
LAP4-GFP MLPCN: modulators of TOR pathway LAP4-GFP in S. cerevisiae. S. cerevisiae LAP4-GFP multiplex, flow cytometry GFP, 3 h; median GFP as percent of DMSO wells. GFP response vs DMSO, % at 10 µM. 0.34% of 320,000 active. AID 2023;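 active means GFP response vs DMSO above a set limit, about the screen mean plus 3 SD, cut at about 150% in these data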
RPL19A TOR yeast: alters RPL19A-GFP fluorescence in TOR pathway yeast screen; percent response vs DMSO, % at 10 µM; 0.3% of 330,000 active; S. cerevisiae RPL19A-GFP strain, flow cytometry, 3 h; stronger effect = lower value;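 active means percent response vs DMSO below 50%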;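 further: median channel GFP fluorescence of the barcoded RPL19A-GFP strain; ratio of sample median GFP to plate DMSO average so 100% = DMSO; lower means less RPL19A-GFP as with rapamycin TOR inhibition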
CIT2 TOR yeast: modulators of TOR pathway CIT2-GFP in S. cerevisiae | S. cerevisiae CIT2-GFP strain, flow cytometry, 3 h; 100 means same as DMSO wells | GFP response vs DMSO, % at 10 µM | 0.065% of 320,000 active | AID 2029;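 active means GFP response relative to DMSO above a set limit, near the screen mean plus 3 SD, cut at about 150% in these data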;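 further: ratio of well median GFP fluorescence to mean of DMSO wells on the plate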
VLA-4 inh: inhibition in a human VLA-4 binding assay | P13612 | VLA-4 expressing cells, ligand binding flow cytometry | inhibition, % (about 7 µM as worked out from the volumes in the protocol) | 0.2% of 330,000 active | AID 2557; in the data active means inhibition above about 50%
Target sequence (P13612 whole entry, looked up): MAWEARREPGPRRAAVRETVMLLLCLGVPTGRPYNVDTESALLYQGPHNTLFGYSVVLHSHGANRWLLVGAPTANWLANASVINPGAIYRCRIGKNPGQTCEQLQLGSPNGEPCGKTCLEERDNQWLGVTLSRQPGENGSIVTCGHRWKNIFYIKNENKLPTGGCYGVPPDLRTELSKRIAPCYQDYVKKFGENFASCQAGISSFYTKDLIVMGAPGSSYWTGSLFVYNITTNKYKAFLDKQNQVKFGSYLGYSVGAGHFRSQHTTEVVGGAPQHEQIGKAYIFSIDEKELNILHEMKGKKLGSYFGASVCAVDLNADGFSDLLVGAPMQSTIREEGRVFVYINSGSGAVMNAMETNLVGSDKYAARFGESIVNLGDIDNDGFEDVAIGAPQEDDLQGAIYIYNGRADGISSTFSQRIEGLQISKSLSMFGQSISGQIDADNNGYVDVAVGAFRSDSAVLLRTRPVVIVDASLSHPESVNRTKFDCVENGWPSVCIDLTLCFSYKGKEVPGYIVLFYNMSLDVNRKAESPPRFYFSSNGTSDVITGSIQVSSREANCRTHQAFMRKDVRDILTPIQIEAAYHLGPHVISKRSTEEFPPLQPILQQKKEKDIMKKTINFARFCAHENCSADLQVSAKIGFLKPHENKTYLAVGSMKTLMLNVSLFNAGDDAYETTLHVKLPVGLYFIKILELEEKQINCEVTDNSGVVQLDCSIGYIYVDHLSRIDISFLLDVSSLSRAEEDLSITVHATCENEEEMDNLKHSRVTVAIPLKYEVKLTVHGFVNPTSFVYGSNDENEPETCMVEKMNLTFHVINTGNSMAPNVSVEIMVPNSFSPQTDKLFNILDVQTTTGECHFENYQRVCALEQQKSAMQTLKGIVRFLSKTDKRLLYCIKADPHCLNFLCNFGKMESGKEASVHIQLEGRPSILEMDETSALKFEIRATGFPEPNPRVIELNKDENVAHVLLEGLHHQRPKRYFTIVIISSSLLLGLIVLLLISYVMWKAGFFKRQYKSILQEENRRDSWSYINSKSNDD
MEP2 TOR yeast: yeast TOR pathway MEP2-GFP modulation; 0.51% of 330,000 active; AID 2016; GFP response vs DMSO, % at 10 µM; S. cerevisiae MEP2-GFP strain, flow cytometry GFP, 3 h; 100% = DMSO control level;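 active means GFP response versus DMSO above a set limit, roughly screen mean plus 3 SD, cut at about 180% in these data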;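 further: median GFP fluorescence of the barcode-gated MEP2-GFP cells per well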
AGP1 TOR yeast: modulators of TOR pathway AGP1-GFP in S. cerevisiae. S. cerevisiae AGP1-GFP multiplex flow cytometry, 3 h; GFP as percent of DMSO wells. GFP response vs DMSO, % at 10 µM. 0.02% of 320,000 active. AID 2066;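 active means GFP response relative to DMSO above a set limit, near screen average plus 3 SD, cut at about 150% in these data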;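 further: median GFP channel fluorescence of the gated AGP1 strain per well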
CR mimetic SO: lowers age-related superoxide in aged yeast cells. S. cerevisiae aged cells, superoxide DHE fluorescence; stronger effect = lower value. superoxide response (% of plate mean), % at 10 µM. 0.18% of 330,000 active. AID 2690;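 active means superoxide response under a set limit, about three screen SD below normal, cut at about 65% in these data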;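 further: yeast aged for seven days with compound at 30 °C before DHE staining; 100% = average MFI of all compound-treated wells on the plate with controls excluded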
GRK2 aptamer HTS: blocks RNA aptamer binding to human GRK2; bead flow cytometry, FAM-aptamer displacement from GRK2; inhibition of aptamer binding, % at 10 µM; AID 488847; P25098; 0.59% of 330,000 active;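 active means inhibition of aptamer binding above 40%, roughly 3 SD of noise, on plates passing a quality check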;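 further: median bead fluorescence of bound FAM aptamer so fluorescent compounds give negative values; no value below 0 was filed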
Active calls of the source: *; i = inactive; x = not tested or not shown. The order is random (roughly 1.7% active in at least one column).

SMILES	LAP4-GFP MLPCN	RPL19A TOR yeast	CIT2 TOR yeast	VLA-4 inh	MEP2 TOR yeast	AGP1 TOR yeast	CR mimetic SO	GRK2 aptamer HTS
CC(C)Cc1csc(NC(=O)c2ccc(Cl)cc2)c1C(=O)O	86	97	93	14	92	94	93	2
c1ccc2oc(Cc3ccc(Cc4nc5ccccc5o4)cc3)nc2c1	91	103	x	-8	98	106	96	6
Cc1cc(NC(=O)COC(=O)CCC(=O)c2ccc(F)cc2)no1	92	97	99	2	99	97	108	1
CC1(NC(=O)NCc2ccco2)CCS(=O)(=O)C1 (stereo unspecified)	96	100	100	-3	103	98	101	0
O=C(Nc1ccccc1Cl)Nc1cccc2cccnc12	95	104	113	-1	107	96	102	1
COc1cccc(C2CC(c3cccs3)=NN2S(C)(=O)=O)c1 (stereo unspecified)	111	96	101	-47	105	107	97	0
CCOc1ccc(NC(=O)CN(c2ccc(OC)cc2)S(C)(=O)=O)cc1	91	102	111	-7	96	102	81	3
Cc1ccc2nc(SCC(=O)Nc3cccc(Cl)c3)nc(=O)n2c1	113	93	88	-4	96	100	102	1
Cc1nn(Cc2c(Cl)cccc2Cl)c(C)c1NC(=O)c1sc2ccccc2c1Cl	120	92	86	4	192*	102	94	17
C[C@H](NC(=O)c1[nH]cnc1C(=O)Nc1ccon1)c1ccccc1	103	98	92	-5	86	100	94	5
COc1ccc(CCNC(=O)c2coc3ccccc3c2=O)cc1	92	103	98	6	111	97	85	4
COc1ccccc1C(=O)NCC(=O)N1CC=C(c2ccccc2)CC1	113	94	89	2	98	94	98	2
COc1ccc(OC)c2c1sc(=NC(=O)C1COc3ccccc3O1)n2C (stereo unspecified)	103	99	94	-5	98	104	96	0
CC(C(=O)Nc1nccs1)N1C(=O)c2ccccc2S1(=O)=O (stereo unspecified)	94	98	93	7	98	98	101	1
CCN1C(=O)[C@H]2[C@@H](c3ccc(-c4cc(C(C)=O)cs4)cc3)N3CCC[C@@]3(C(=O)OC)[C@H]2C1=O	101	102	99	7	106	105	107	0
CCN(CC)S(=O)(=O)c1ccc(F)c(C(=O)OC2CC(C)OC2=O)c1 (stereo unspecified)	109	102	100	-362	108	100	100	0
CCOc1ccc(S(=O)(=O)N2CCN(C(=O)c3ccc(C)c(S(=O)(=O)N4CCOCC4)c3)CC2)cc1	94	94	89	-2	97	96	105	4
COc1ccc(C(=O)N[C@H](C(=O)NCc2ccc(C)cc2)C(C)C)cc1	83	101	92	10	101	96	97	1
CCN(CC(=O)Nc1c(F)cccc1F)C(=O)CC1CCCCC1	91	93	93	-3	93	95	99	0
O=C(Nc1ccc(S(=O)(=O)NC2=NCCCCC2)cc1)c1ccc(Cl)c([N+](=O)[O-])c1	110	106	99	3	102	103	97	5
O=C(NN1CCOCC1)c1ccc(Cl)cc1Cl	105	98	103	-4	99	104	96	2
CCC1SC(=NC(=O)c2ccc(Cl)c(Cl)c2)NC1=O (stereo unspecified)	97	107	114	-1	107	98	88	1
Cc1ccc(C(=O)COC(=O)CNC(=O)Cc2ccccc2)cc1	104	108	95	17	107	95	95	0
COc1ccc(-c2csc(NC(=O)CSCc3c(C)noc3C)n2)cc1OC	71	111	94	2	101	82	92	0
CC(=O)N(CN1C(=O)C2CC=CCC2C1=O)c1cccc(Cl)c1 (stereo unspecified)	107	97	95	24	96	104	99	0
O=c1c2ccccc2[nH]c2ccc(O)cc12	114	103	104	-125	114	79	97	7
Cc1cc(C(C)C)n2c(nc3ccccc32)c1C#N	112	92	104	-4	110	104	91	1
Nc1ccc(Oc2ccccc2F)nc1	137	98	100	-1	113	111	88	0
CC(C)CC(=O)N(c1ccc(F)cc1)C1C=CS(=O)(=O)C1 (stereo unspecified)	98	100	101	9	103	104	90	1
Cc1ccc(Cc2c(C)nc3nc(SCC(=O)NCc4ccco4)nn3c2C)cc1	101	99	101	2	101	95	114	9
COc1ccc(-c2cn3cccc(C)c3n2)cc1Br	91	99	94	11	100	97	88	0
COc1ccc(-c2coc3cc(O)cc(O)c3c2=O)cc1OC	85	89	81	2	86	86	90	0
O=C(NCc1ccc(F)cc1)C(=O)NCC1OCCN1C(=O)c1ccc(Cl)cc1 (stereo unspecified)	95	96	97	16	98	89	114	0
COc1cccc(NC(=O)CN(C)CC(=O)Nc2cccc(C(F)(F)F)c2)c1	104	101	102	10	101	102	104	0
COc1cccc(NC(=O)Nc2ccccc2Br)c1	113	106	94	4	113	97	91	1
CCOC(=O)c1cc(C(=O)c2cc(F)ccc2O)coc1=N	102	102	98	14	96	101	104	0
CCOc1ccc(CCNC(=O)C(O)c2ccccc2)cc1 (stereo unspecified)	104	100	111	-8	105	106	96	3
O=C(CCC(=O)N1CCOCC1)NCc1cccc(C(F)(F)F)c1	99	102	94	1	102	109	86	3
COc1ccc(NC(=O)CC2SC(=NCC3CCCO3)NC2=O)c([N+](=O)[O-])c1 (stereo unspecified)	110	95	92	13	93	93	98	4
O=c1[nH]c(SCc2cccc(F)c2)nc2ccccc12	108	104	96	-13	104	105	95	0
COc1ccccc1NS(=O)(=O)c1cc([N+](=O)[O-])ccc1N/N=C/c1c[nH]c2ccccc12	99	102	99	i	97	100	89	0
Cc1nn(CC(=O)NC(C)c2ccccc2)c(C)c1[N+](=O)[O-] (stereo unspecified)	100	92	105	-10	105	101	91	0
Cc1ccc(S(=O)(=O)C2C(=O)N(C)C3(C)CC2c2ccccc2O3)cc1C (stereo unspecified)	101	100	98	-24	98	100	93	2
N#Cc1c(-c2ccncc2)cc(-c2ccc(F)cc2)nc1N	92	97	97	5	105	83	112	0
COc1cc(CNC2CCCC2)cc(Cl)c1OCc1ccccc1Cl	103	98	95	21	94	95	97	0
CC(NC(=O)CSc1nnnn1C1CC1)c1ccccc1Br (stereo unspecified)	90	91	88	19	91	95	92	0
CCOC(=O)c1ccc2c(c1)C1C=CCC1C(C(=O)O)N2 (stereo unspecified)	88	90	96	0	98	97	99	88*
Fc1ccc(CSc2nncn2NCc2ccccc2)cc1	98	100	86	-5	99	100	113	0
CC(=O)NCC(=O)NNC1CC(=O)N(c2cccc(Cl)c2)C1=O (stereo unspecified)	116	102	95	5	107	106	127	0
COc1cc(/C=N\Nc2cc(=O)n(C)c(=O)n2C)ccc1O	79	105	102	-8	95	99	104	2
Continuation.
SMILES	LAP4-GFP MLPCN	RPL19A TOR yeast	CIT2 TOR yeast	VLA-4 inh	MEP2 TOR yeast	AGP1 TOR yeast	CR mimetic SO	GRK2 aptamer HTS
CSc1ccccc1NC(=O)c1cc(-c2cccs2)on1	103	90	88	0	105	98	118	5
Cc1ccc(/C=N/n2c(C)cc(C)c(C#N)c2=O)o1	97	105	107	7	105	105	115	4
O=P1(c2ccccc2)C=Cn2c1cc1c2CCCC1 (stereo unspecified)	99	100	92	-9	100	103	107	1
CN(C)c1ccc(N=Cc2nc(-c3ccccc3)oc2OC(=O)c2ccccc2)cc1	98	102	108	14	105	98	88	0
COc1ccc2c(c1)c1nnc(SCC(=O)Nc3ccccc3F)nc1n2C	84	106	101	3	108	88	84	0
Cc1ccc(OCCN(C)C(=O)C2CCC(=O)N(Cc3ccccc3F)C2)cc1 (stereo unspecified)	92	98	98	3	95	97	100	1
Cc1ccc(NC(=O)CS(=O)CC(=O)N2CCN(c3ccccc3)CC2)cc1 (stereo unspecified)	100	108	117	-3	103	104	105	3
C/C(=N\NC(=O)c1nnn(-c2nonc2N)c1-c1cccs1)c1cccnc1	98	103	103	1	118	106	104	0
O=C(COC(=O)c1ccccc1Br)NC1CCCCCCC1	105	105	105	2	102	104	112	0
COc1ccc2c(C)c(CC(=O)N3C[C@H]4C[C@@H](C3)c3cccc(=O)n3C4)c(=O)oc2c1OC	106	107	99	1	118	98	114	0
CCCc1cc(=O)[nH]c(SCC(=O)Nc2nc(-c3ccccc3)cs2)n1	101	101	102	19	101	107	100	0
COc1ccc2nc3ccccc3nc2c1NC(=O)c1ccccc1Cl	96	94	94	-1	97	94	53*	40
CCOC(=O)c1ccc(NC(=O)CCNc2c(N3CCCC3)c(=O)c2=O)cc1	106	101	100	5	107	102	101	0
Cc1ccc(N=Nc2c(N)n[nH]c2N)cc1	100	102	110	8	110	104	85	0
CCc1nc2ccccc2n1CC(O)COc1ccc(NC(C)=O)cc1 (stereo unspecified)	97	98	90	7	106	100	85	3
CCOC(=O)N1CCN(Cc2nc(-c3cccs3)no2)CC1	98	96	94	6	99	95	90	0
C/C(=N/NC(=O)c1ccccn1)c1ccc(O)cc1	100	107	94	6	104	100	90	12
Cc1ccc2cc(CN(C(=O)c3cccs3)c3ccccc3)c(=O)[nH]c2c1	97	96	91	8	102	97	98	2
Cc1ccc(Cn2ccc(NC(=O)c3noc4c3CCc3ccccc3-4)n2)cc1	94	100	97	9	102	100	106	0
O=C(/C=C/c1ccc([N+](=O)[O-])cc1)NCCSCc1ccco1	86	100	101	-22	97	89	113	2
COc1cccc(CN(C(=O)c2ccco2)C(C(=O)NC2CCCC2)c2cccnc2)c1 (stereo unspecified)	83	89	62	6	138	19	116	5
CC(=O)NC(c1ccc([N+](=O)[O-])cc1)c1c(O)ccc2ccccc12 (stereo unspecified)	92	102	104	1	104	108	121	2
O=C(NCc1ccc(Cl)cc1)c1cccc(NC(=O)c2ccccc2)c1	95	100	95	-6	100	100	87	5
O=C(C1CCCCC1)N1CCCc2ccccc21	115	101	101	7	108	109	94	0
O=C(NCCC1=CCCCC1)c1cc(S(=O)(=O)N2CCOCC2)ccc1F	105	104	93	10	105	109	107	0
O=C(CCCOc1ccc(Cl)cc1)Nc1nncs1	105	101	93	15	102	106	115	2
CC(C)(C)c1ccc(NC(=O)CC2(C(F)(F)F)OCCO2)cc1	97	93	92	8	97	93	83	0
CCOC(=O)C1(Cc2ccccc2)CCN(Cc2cccn2-c2nccs2)CC1	105	113	111	-4	108	113	93	0
CC(=O)c1c(C)n(CC(=O)NCc2ccco2)c2ccccc12	101	114	106	0	106	112	93	2
Cc1ccc(N(CC(=O)NC2CCCCC2)C(=O)Cn2nnc(-c3ccc(C)o3)n2)cc1	102	98	95	5	93	106	107	1
Cc1cccc(Cn2c(N3CCN(c4ccccc4)CC3)nc3c2c(=O)n(C)c(=O)n3C)c1	104	97	97	-8	104	100	108	0
O=C(Nc1ccc2c(c1)OCCO2)C1CCCN1S(=O)(=O)c1cccc2cccnc12 (stereo unspecified)	101	98	103	24	98	105	102	0
CC(=O)Nc1ccc(S(=O)(=O)NNc2cccc(C)c2)cc1	103	102	113	-5	97	104	83	0
COc1ccc(-n2c(=O)c3ccccc3c3ccccc3c2=O)c(OC)c1	92	101	101	1	96	99	90	0
